Screening data as filed in PubChem.
A340 absorber: compound absorbs light at 340 nm. compound absorbance at 340 nm, fold over control. fold change at 10 µM. 65,000 tested, under 10 active;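 active = at 10 µM dose, initial 340 nm absorbance at least 2 fold that of control wells; inactive = change under 2 fold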;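 also: initial absorbance extrapolated from kinetic A340 decline of NADH oxidation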
ROCK2 inh: blocks human Rho kinase 2 activity; O75116; hit rate 0.35% among 60,000; inhibition, % at 6 µM; purified ROCK2, Kinase-Glo ATP depletion luminescence;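 active = inhibition above the screen-wide mean inhibition plus 3 SD, cut at about 18% in these data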;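 also: plate controls were DMSO wells for no effect and Y-27632 control wells after no-enzyme background subtraction for full effect; many of its hits are not listed in these tables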
Cdc25B inh: inhibitors of human Cdc25B phosphatase. AID 368. inhibition, %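 (compounds tested at 10 µM final in the well)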. P30305. recombinant Cdc25B, OMFP fluorescence Ex485/Em525. hit rate 0.1% among 65,000; in the data active = inhibition above about 50%
Hsp90 block: displaces geldanamycin probe from tumor Hsp90; P07900; NCI-N417 lysate Hsp90, Cy3B-geldanamycin FP displacement; inhibition, % at 30 µM; hit rate 0.35% among 64,000; AID 429;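 active = inhibition above 50%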;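 also: 0% = tracer plus lysate wells and 100% = tracer alone without lysate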
JNK3 blocker: inhibitors of human JNK3 kinase; P53779; purified JNK3 kinase activity, HTS; inhibition, % at 8 µM; hit rate 0.61% among 60,000; in the data active = inhibition above about 17%;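 also: 0% = DMSO and 100% = reference inhibitor; many of its hits are not listed in these tables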
Target sequence (P53779 whole entry, looked up): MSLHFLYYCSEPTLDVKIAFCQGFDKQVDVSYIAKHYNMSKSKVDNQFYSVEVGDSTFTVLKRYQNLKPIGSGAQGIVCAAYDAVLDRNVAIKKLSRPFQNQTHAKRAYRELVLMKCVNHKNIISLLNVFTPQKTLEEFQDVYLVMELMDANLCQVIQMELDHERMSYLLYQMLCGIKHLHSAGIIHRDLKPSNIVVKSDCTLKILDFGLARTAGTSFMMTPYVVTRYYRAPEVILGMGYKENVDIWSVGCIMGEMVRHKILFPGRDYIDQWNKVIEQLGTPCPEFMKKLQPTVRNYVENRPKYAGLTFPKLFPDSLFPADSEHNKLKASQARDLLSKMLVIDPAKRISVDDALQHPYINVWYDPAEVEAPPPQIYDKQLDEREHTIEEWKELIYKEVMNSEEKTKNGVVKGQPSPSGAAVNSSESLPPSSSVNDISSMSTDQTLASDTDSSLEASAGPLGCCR
HER2 expr 66K: Her2 kinase expression inhibition. P04626. SKBR-3 HER2 protein level, AlphaScreen, 18-24 h; hits give low values. hit rate 0.69% among 65,000. HER2 level % of control, % at 10 µM. AID 645;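 active = HER2 level under 5% of the carrier-only control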;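 also: 100% = DMSO carrier and 0% = 500 nM PU-H71 HSP90 inhibitor; lower value means stronger loss of Her2 protein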
MKP-1 inh: human dual specificity phosphatase 1 inhibition | P28562 | recombinant MKP-1, OMFP hydrolysis fluorescence | inhibition, %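 (compounds tested at a single concentration somewhere between 10 and 100 µM)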 | hit rate 0.15% among 65,000;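 active = inhibition above about 50%, limit read from the data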;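 also: 0% = DMSO max control wells and 100% = wells with enzyme stopped by NaOH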
Target sequence (P28562 whole entry, looked up): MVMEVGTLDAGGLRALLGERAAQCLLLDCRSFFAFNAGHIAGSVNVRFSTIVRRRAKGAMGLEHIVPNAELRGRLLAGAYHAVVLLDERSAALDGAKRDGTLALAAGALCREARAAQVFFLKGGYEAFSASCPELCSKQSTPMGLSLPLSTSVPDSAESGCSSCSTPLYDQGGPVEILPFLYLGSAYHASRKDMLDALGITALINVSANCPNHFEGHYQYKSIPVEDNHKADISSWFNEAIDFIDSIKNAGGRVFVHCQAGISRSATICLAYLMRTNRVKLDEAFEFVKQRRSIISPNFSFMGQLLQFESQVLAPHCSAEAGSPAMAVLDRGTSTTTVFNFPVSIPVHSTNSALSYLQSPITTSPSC
Fluor 339 460: intrinsic fluorescence of library compounds, ex339/em460 – biochemical, MLSMR library, data from DPM-DC assay, artefact control, profiling panel; compound autofluorescence, ex339/em460 nm, NADH buffer; hits give high values; 1 = no-compound wells, NADH background; fluorescence fold increase at 10 µM; hit rate 5.5% among 65,000; AID 709;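 active = at 10 µM, mean starting fluorescence two-fold or more over control wells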;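 also: signal is the first read of a kinetic run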
PKA inh: blocks human protein kinase A activity | hit rate 0.1% among 65,000 | PKA Kemptide phosphorylation, Kinase-Glo ATP luminescence | AID 524 | P17612 | inhibition, % at 6 µM;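 active = inhibition above the screen-wide mean inhibition plus 3 SD, cut at about 21% in these data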; also: many of its hits are not listed in these tables
* = called active by the depositor; . = no result given. This is a subset (hit frequency here may not be typical).

1: OC(COc1cccc(OCC(O)CN2CCCC2)c1)CN1CCCC1 (stereo not drawn)
2: CCCCCn1c(CN2CCCCC2CC)nc2c1c(=O)n(C)c(=O)n2C (stereo not drawn)
3: COCCn1nnnc1C(c1cc2cc(C)cc(C)c2[nH]c1=O)N1CCN(c2ccccc2F)CC1 (stereo not drawn)
4: COc1cc(-c2nn3c(-c4ccco4)nnc3s2)cc(OC)c1OC
5: Cn1c(=O)c2c(nc(NCc3ccco3)n2CC(O)COc2ccccc2)n(C)c1=O (stereo not drawn)
6: O=C1NCCCc2c1oc1ccc(O)cc21
7: Cn1c(NC(=O)c2ccco2)cc(=O)n(C)c1=O
8: CCOc1cc(C(=O)O)cc(Cl)c1OCC#N
assay / compound	1	2	3	4	5	6	7	8
A340 absorber	1	1	1	1	0.98	1.1	1.1	1.1
ROCK2 inh	.	0	-1	-5	8	9	4	0
Cdc25B inh	-7	4	7	-1	0	50*	-8	4
Hsp90 block	.	0	-7	-3	-5	2	-3	-3
JNK3 blocker	.	0	1	5	5	3	4	-1
HER2 expr 66K	215	-17*	93	116	100	64	73	71
MKP-1 inh	15	11	37	-21	-28	-3	-2	18
Fluor 339 460	1.1	1.1	1.3	1.1	1.1	1.1	1.1	1.1
PKA inh	.	-6	-3	3	3	-1	1	4

9: COc1cc(C(C(=O)NC(C)(C)C)N(Cc2ccccc2)C(=O)c2cnccn2)cc(OC)c1OC (stereo not drawn)
10: CN1C(=O)NC(c2ccccc2)C2=C1CN(Cc1ccccc1)C2=O (stereo not drawn)
11: COc1ccc(-c2csc(/C(C#N)=C(\O)CSc3nccn3C)n2)cc1OC
12: COc1nc(NC(C)(C)C)nc(Oc2ccc(=O)n(-c3ccccc3)n2)n1
13: CCOC(=O)c1nnn(-c2nonc2N)c1CN(CC)CC
14: CC(C)CN1C(=O)c2ccc(C(=O)Nc3ccccn3)cc2C1=O
15: C=CC[N+](C)(C)CCCNC(=O)/C=N/O
16: CC(O)CNc1ncnc2nc[nH]c12 (stereo not drawn)
assay / compound	9	10	11	12	13	14	15	16
A340 absorber	1	1	1.1	1.1	1.1	1	1	1
ROCK2 inh	2	-3	5	10	3	0	1	.
Cdc25B inh	2	9	-9	1	1	8	16	-4
Hsp90 block	-3	0	-6	3	2	-2	-3	.
JNK3 blocker	9	5	8	-2	-4	6	-3	.
HER2 expr 66K	99	74	79	85	99	77	93	115
MKP-1 inh	-4	-9	3	-3	-6	-14	-27	10
Fluor 339 460	1.1	1.1	0.96	0.9	1.1	1.1	1.1	1.1
PKA inh	11	1	3	0	4	6	9	13

17: CCCn1c(N)c(C(=O)CN2CCN(S(=O)(=O)c3cccs3)CC2)c(=O)[nH]c1=O
18: Cc1ccc(Cn2c(C)nc3c(c2=O)c2nc4ccccc4nc2n3Cc2ccco2)cc1
19: CCOc1ccc(C(=O)NCc2cccnc2)cc1
20: CCOc1cc(C)nc(NCCc2ccc(OC)c(OC)c2)n1
21: COc1ccc(/C(O)=C2/C(=O)C(=O)N(CCN3CCOCC3)C2c2ccc(C)cc2)cc1 (stereo not drawn)
22: COc1ccc(CC(=O)n2nc(-c3cccnc3)nc2N)cc1
23: O=C(Nc1cccnc1)c1cnn2c(C(F)F)cc(C3CC3)nc12
24: CN(C)CC(C)(C)CNC(=O)C1CCN(Cc2ccccc2O)CC1
assay / compound	17	18	19	20	21	22	23	24
A340 absorber	1	1	1	0.98	1.1	1	1	1
ROCK2 inh	-4	4	4	1	5	1	3	8
Cdc25B inh	-9	4	2	-3	3	1	-12	-9
Hsp90 block	-3	-12	0	1	-1	-3	5	-4
JNK3 blocker	-8	2	2	6	-6	1	6	1
HER2 expr 66K	101	68	137	80	93	71	61	96
MKP-1 inh	21	32	7	13	7	-8	1	-4
Fluor 339 460	1.1	2.3*	1.1	1.1	1.1	1.2	1.1	1.1
PKA inh	-6	9	0	10	8	3	1	6

25: Cc1ccccc1-c1nc(CN2CCCC(C(=O)NCCCN3CCOCC3)C2)c(C)o1 (stereo not drawn)
26: O=C(c1cccc(Cl)c1)N1CCN(C(=O)c2ccco2)CC1
27: Cc1cc2ncn(C(=O)c3c(-c4ccccc4Cl)noc3C)c2cc1C
28: O=C1NC(=O)C(CC(=O)N(Cc2ccco2)C2(C(=O)NC3CCCCC3)CCCCC2)N1 (stereo not drawn)
29: CCOc1ccccc1C1CC(=O)Nc2cc3c(cc21)OCO3 (stereo not drawn)
30: CCN1CCN(P2(=O)C=C(c3ccccc3)OC(c3ccccc3)=C2)CC1
31: NC(=O)C1(N2CCCCC2)CCN(C(=O)CCCn2c(=O)[nH]c3ccsc3c2=O)CC1
32: COc1ccc2c(C(=O)CN(C)C3CCCCC3)c[nH]c2c1
assay / compound	25	26	27	28	29	30	31	32
A340 absorber	1	1	1.1	0.97	0.98	1	1	0.98
ROCK2 inh	2	0	8	.	.	6	5	0
Cdc25B inh	-4	-7	-9	-6	2	-9	-6	2
Hsp90 block	-4	0	2	.	-3	-8	-1	-16
JNK3 blocker	-1	4	3	.	.	3	2	1
HER2 expr 66K	105	84	76	114	57	66	118	70
MKP-1 inh	3	5	14	9	-12	-1	-4	-3
Fluor 339 460	1.1	1.1	1	1.1	1	1.1	0.98	1.1
PKA inh	5	1	7	0	-1	13	5	4

Ordered by number of heavy atoms (ascending): five of the compounds above.
26: O=C(c1cccc(Cl)c1)N1CCN(C(=O)c2ccco2)CC1
29: CCOc1ccccc1C1CC(=O)Nc2cc3c(cc21)OCO3 (stereo not drawn)
30: CCN1CCN(P2(=O)C=C(c3ccccc3)OC(c3ccccc3)=C2)CC1
31: NC(=O)C1(N2CCCCC2)CCN(C(=O)CCCn2c(=O)[nH]c3ccsc3c2=O)CC1
25: Cc1ccccc1-c1nc(CN2CCCC(C(=O)NCCCN3CCOCC3)C2)c(C)o1 (stereo not drawn)
assay / compound	26	29	30	31	25
A340 absorber	1	0.98	1	1	1
ROCK2 inh	0	.	6	5	2
Cdc25B inh	-7	2	-9	-6	-4
Hsp90 block	0	-3	-8	-1	-4
JNK3 blocker	4	.	3	2	-1
HER2 expr 66K	84	57	66	118	105
MKP-1 inh	5	-12	-1	-4	3
Fluor 339 460	1.1	1	1.1	0.98	1.1
PKA inh	1	-1	13	5	5

Remaining list, next part
33: CCC(C)C(NS(=O)(=O)c1ccc(C)cc1)C(=O)NCCN1CCOCC1 (stereo not drawn)
34: N#CC1=C(N)NC(SCC(=O)Nc2ccccc2)=C(C#N)C12CCCC2
35: Cc1ccc2nc(NCc3ccccc3)[nH]c2c1
36: O=C(CN(Cc1ccccc1Cl)C(=O)c1ccc(CN2CCOCC2)o1)NCc1ccccc1
37: Cn1c(=O)n(CCC(=O)O)c2ccccc21
38: Cc1ccnc2nc(C(=O)OCCOc3ccccc3)nn12
39: COCCn1nnnc1C(C(C)C)N1CCN(C(=O)c2ccco2)CC1 (stereo not drawn)
40: COc1ccc(CC(=O)Nc2ccc(-c3noc(-c4cc(OC)c(OC)c(OC)c4)n3)cc2)cc1
assay / compound	33	34	35	36	37	38	39	40
A340 absorber	1	1.1	1	1	0.98	0.99	1	1
ROCK2 inh	4	.	15	0	3	2	-1	.
Cdc25B inh	-6	-2	2	-13	-15	-3	1	-18
Hsp90 block	-2	.	-1	-5	0	-4	-3	-4
JNK3 blocker	3	.	-2	-1	-3	-2	-4	.
HER2 expr 66K	112	62	72	80	114	94	76	109
MKP-1 inh	2	4	-29	12	-7	3	-2	12
Fluor 339 460	1.1	1.1	1	1.2	0.99	1	1	1.2
PKA inh	10	.	7	6	4	8	10	-6

Random excerpt: 2 entries already listed, in no set order.
38: Cc1ccnc2nc(C(=O)OCCOc3ccccc3)nn12
40: COc1ccc(CC(=O)Nc2ccc(-c3noc(-c4cc(OC)c(OC)c(OC)c4)n3)cc2)cc1
assay / compound	38	40
A340 absorber	0.99	1
ROCK2 inh	2	.
Cdc25B inh	-3	-18
Hsp90 block	-4	-4
JNK3 blocker	-2	.
HER2 expr 66K	94	109
MKP-1 inh	3	12
Fluor 339 460	1	1.2
PKA inh	8	-6

The listing continues.
41: COc1ccc2cnn(CCOc3ccccc3)c(=O)c2c1OC
42: C=CCNC(=O)NC(=O)COC(=O)COc1ccc(Br)cc1F
43: Cc1nnc(SCCN2CCOCC2)n1C
44: COc1cc(C2c3c(n[nH]c3C)C(=O)N2c2ccc(Br)cc2)ccc1O (stereo not drawn)
45: CC(=O)/C(C(=N)N1CCN(Cc2ccccc2)CC1)=C(\C)O
46: CC1CCN(C(=O)Cn2cc3c(n2)CCCC3)CC1
47: CCN(CCCNC(=O)CN1C(=O)COc2ccccc21)c1cccc(C)c1
48: c1ccc2c(c1)CNc1ccccc1C2
assay / compound	41	42	43	44	45	46	47	48
A340 absorber	1.1	1	1	0.97	1	0.99	1	0.99
ROCK2 inh	-3	0	.	7	5	3	.	2
Cdc25B inh	-6	-17	1	-5	3	3	-13	4
Hsp90 block	-7	-4	-1	2	-3	-2	1	-3
JNK3 blocker	2	4	.	5	-1	4	.	-2
HER2 expr 66K	87	116	108	98	75	114	89	99
MKP-1 inh	-9	14	14	-3	12	-2	20	-6
Fluor 339 460	1.3	1	1.1	1.1	1.1	1.1	1.1	1
PKA inh	-5	-4	5	6	2	6	7	2

49: COc1ccccc1OCC(O)Cn1c(Br)nc2c1c(=O)[nH]c(=O)n2C (stereo not drawn)
50: Cc1ccc(C)c2[nH]c(=O)c(CCNC(=O)c3cc4ccccc4o3)cc12
51: COc1ccc2c(c1)S/C(=C\C(=O)c1ccncc1)N2C
52: COc1ccc(-n2c(-c3ccco3)n[nH]c2=S)cc1
53: O=C(NC(=Nc1ccccc1)N1CCOCC1)Nc1ccccc1
54: CCC(c1nnnn1Cc1ccccc1)N(Cc1cc2cc(OC)ccc2[nH]c1=O)CC1CCCO1 (stereo not drawn)
55: O=C(Nc1nccs1)NC(C(F)(F)F)C(F)(F)F
56: COC(=O)c1ccccc1NC(=O)CSc1nc(NC(=O)c2ccccc2)c2c(C)c(C)oc2n1
assay / compound	49	50	51	52	53	54	55	56
A340 absorber	1	1.1	1.1	1.1	1	1	0.99	1.1
ROCK2 inh	7	-1	6	-4	5	3	-10	8
Cdc25B inh	-4	8	-7	-4	-3	-11	-26	-19
Hsp90 block	-6	0	-45	1	1	-2	-4	7
JNK3 blocker	-3	-3	-8	-2	-2	-7	0	3
HER2 expr 66K	90	122	101	.	81	117	60	101
MKP-1 inh	-8	20	9	8	7	15	-8	-5
Fluor 339 460	1.1	1.2	1.1	1.1	1.1	1.5	1	1.2
PKA inh	9	3	9	-6	7	8	-1	4
